# Screening data as filed in PubChem.
# TRPC6 inhibitor = mouse TRPC6 channel inhibitors, primary screen, cell-based, HEK293, membrane potential dye; ACh-evoked depolarization; hits give low values; B-score at 10 µM; 310,000 tested, 1.1% active; AID 2553, 2010;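 active = B-score under library mean minus 3 SD, initial fluorescence not abnormally high, positive integrated signal ratio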;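 note: B-score derived from integrated fluorescence ratio over the kinetic read; more negative B-score means stronger inhibition of depolarization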
# Target sequence (Q61143 whole entry, looked up): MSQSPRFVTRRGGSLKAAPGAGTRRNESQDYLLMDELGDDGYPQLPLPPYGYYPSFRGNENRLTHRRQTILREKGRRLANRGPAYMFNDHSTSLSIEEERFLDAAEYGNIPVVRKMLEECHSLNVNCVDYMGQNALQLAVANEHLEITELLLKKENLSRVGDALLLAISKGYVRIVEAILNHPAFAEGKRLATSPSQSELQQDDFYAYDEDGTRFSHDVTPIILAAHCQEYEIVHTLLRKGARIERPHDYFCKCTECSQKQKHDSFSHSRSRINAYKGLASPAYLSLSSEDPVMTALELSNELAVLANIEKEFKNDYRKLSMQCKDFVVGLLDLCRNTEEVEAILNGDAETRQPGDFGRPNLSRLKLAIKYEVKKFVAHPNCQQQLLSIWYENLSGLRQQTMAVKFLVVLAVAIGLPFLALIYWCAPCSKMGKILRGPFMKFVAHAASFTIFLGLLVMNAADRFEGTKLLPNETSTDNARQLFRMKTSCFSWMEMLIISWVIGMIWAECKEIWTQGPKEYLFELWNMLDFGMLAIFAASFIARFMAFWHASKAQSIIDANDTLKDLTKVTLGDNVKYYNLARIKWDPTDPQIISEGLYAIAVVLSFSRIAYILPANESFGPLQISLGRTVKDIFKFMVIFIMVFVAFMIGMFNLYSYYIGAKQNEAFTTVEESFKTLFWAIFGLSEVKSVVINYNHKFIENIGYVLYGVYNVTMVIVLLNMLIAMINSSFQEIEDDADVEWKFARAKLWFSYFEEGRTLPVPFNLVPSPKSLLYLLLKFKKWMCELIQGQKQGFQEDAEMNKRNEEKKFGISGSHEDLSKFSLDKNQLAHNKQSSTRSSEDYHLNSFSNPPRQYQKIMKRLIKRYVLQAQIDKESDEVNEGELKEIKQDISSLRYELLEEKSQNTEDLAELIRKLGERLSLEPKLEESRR
# TRPC6 act = mouse TRPC6 channel activators, primary screen, cell-based, HEK293, membrane potential dye. AID 2550, 2010. 310,000 tested, 0.13% active. B-score at 10 µM. Short transient receptor potential channel 6 (Mus musculus), Q61143. HEK293-TRPC6 membrane potential dye fluorescence; hits give high values;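 active = B-score of the integrated fluorescence ratio above library mean plus 3 SD, and starting fluorescence ratio within library mean plus 5 SD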;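 note: higher score means more depolarization so channel activation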
# MrgX1 antag = antagonists of human MrgX1 receptor, primary screen, HEK293 cells, Fluo-4 calcium flux; B-score at 10 µM; Mas-related G-protein coupled receptor member X1 (Homo sapiens), Q96LB2; BAM8-22 antagonism; hits give low values; AID 588676, 2011; 310,000 tested, 1.3% active;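 active = calcium-response B-score plate-corrected more than 3 library SD below zero, starting fluorescence within 5 deviations, no agonist response on first addition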;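 note: peak minus trough fluorescence over baseline after final BAM8-22 challenge near maximal dose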
# aSyn UTR inh = MLPCN primary screen, SNCA 5' untranslated region; alpha-synuclein 5'UTR reporter, inhibitor activity; inhibition, % (tested at 7.5 µM); 300,000 tested, 0.82% active; in the data active = inhibition above about 60%;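 note: H4 neuroglioblastoma cells stably carrying SNCA 5'UTR luciferase fusion; 0% = DMSO wells and 100% = positive control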
# TRPC4 agonist = activators of mouse TRPC4 channel, primary screen, Fluo4 calcium, HEK293 TRPC4beta/mu-opioid cells | Fluo4 calcium fluorescence; hits give high values | B-score at 10 µM | AID 2237, 2010 | 310,000 tested, 0.49% active | Short transient receptor potential channel 4 (Mus musculus), Q9QUQ5;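 active = B-score above 5 SD of library B-scores, and initial fluorescence ratio not above library mean plus 5 SD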;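 note: positive B-score marks a calcium rise read as TRPC4 activation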
#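 system = HEK293 cells stably co-expressing mouse TRPC4beta and mu-opioid receptor | schedule = Fluo4 dye loading 45 min at room temperature, 110 s recording | measure = B-scored integrated calcium fluorescence ratio | signal = Fluo4 calcium-sensitive dye fluorescence, kinetic, 1 Hz baseline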
# IEC-6 cytotox = cytotoxicity in IEC-6 intestinal epithelial cells, primary screen, cytotoxicity control for KLF5 inhibitor project, cell-based, luminescence; IEC-6 cytotoxicity, luminescence viability; inhibition, % at 5 µM; 290,000 tested, 0.78% active; in the data active = inhibition above about 22%;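 note: 0% = plate median of test compound wells and 100% = cytotoxic reference compound wells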
# TRPC4 PAM = positive allosteric modulators of TRPC4, primary screen, cell-based, mouse TRPC4beta, HEK293 mu-opioid, Fluo-4 calcium; Short transient receptor potential channel 4 (Mus musculus), Q9QUQ5; 310,000 tested, 0.42% active; AID 2227, 2009; B-score at 10 µM; DAMGO EC20, Fluo-4 Ca2+ flux; hits give high values;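 active = B-score of calcium response area above 5 SD of library B-scores, with initial fluorescence ratio within 5 SD of library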;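 note: B-score of integrated fluorescence ratio over time as area under calcium response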
# TRPC4 inh = inhibitors of mouse TRPC4 channel, primary screen, Fluo4 calcium, HEK293 TRPC4beta/mu-opioid cells | AID 2247, 2010 | 300,000 tested, 0.39% active | Short transient receptor potential channel 4 (Mus musculus), Q9QUQ5 | B-score at 10 µM | DAMGO-evoked Fluo4 calcium flux; hits give low values;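 active = B-score over 3 SD under the library average, no early fluorescence shift, positive overall ratio signal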
#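 Assay system: HEK293 cells with stable TRPC4beta plus mu-opioid receptor expression; Probe or stimulus: DAMGO in two steps, submaximal then maximal; Dosing: single-point compound dosing; Measured by: Fluo4 calcium-dye fluorescence, kinetic read; Read-out basis: B score from integrated Fluo4 fluorescence ratio.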
# HIF act = HIF pathway transcriptional activators, primary screen, cell-based, U2OS HRE-luciferase, luminescence. AID 1910, 2009. 300,000 tested, 0.32% active. activation, % at 7.5 µM (by protocol). U2OS HRE-luciferase reporter; normalized: DMSO 0%, desferrioxamine 100%;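 active = mean activation of at least 10% of the iron chelator positive control signal, with at least half of replicates also reaching 10%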
# SKKanGAS inh = S. pyogenes SKKanGAS growth inhibitors in kanamycin, primary screen, streptokinase expression inhibitor project, SKKanGAS strain, BacTiter-Glo luminescence | 6 h | inhibition, % at 7.5 µM | 300,000 tested, 1.3% active | AID 1662, 2009;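 active = mean replicate score, as percent of positive control median, at least 50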;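 note: strain carries kanamycin resistance gene driven by streptokinase promoter and grows in 40 µg/ml kanamycin; loss of luminescence reflects streptokinase promoter inhibition or plain growth inhibition; 0% = median of DMSO wells and 100% = positive control at its reference dose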
# KLF5 inhibitor = KLF5 expression inhibitors, primary screen, DLD-1 cells, luminescence. DLD-1 KLF5 promoter-luciferase reporter. inhibition, % at 5 µM. 290,000 tested, 0.23% active;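 active = inhibition above a per-plate limit of that plate's mean compound inhibition plus 3 SD, cut at about 60% in these data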;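 note: 0% = DMSO wells and 100% = LY294002 at 200 µM; higher means less KLF5 promoter-driven luciferase light; inactives centre near -14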
# An asterisk follows results filed as active; i = inactive; nt = no result given.
SMILES,TRPC6 inhibitor,TRPC6 act,MrgX1 antag,aSyn UTR inh,TRPC4 agonist,IEC-6 cytotox,TRPC4 PAM,TRPC4 inh,HIF act,SKKanGAS inh,KLF5 inhibitor
O=C(NNS(=O)(=O)c1ccc(F)cc1)c1cccc(O)c1,i,i,i,-11,i,5,i,i,-3.1,-5,-6
Cc1c(S(=O)(=O)N(C)C2CCCCC2)c(=O)n(C)c(=O)n1C,i,i,i,0,i,nt,i,i,0.0,-12,nt
c1ccc2c(c1)OCCc1c-2[nH]c2ccccc12,i,i,i,-36,i,12,i,i,0.4,8,-7
CC(C)c1nc2sc3c(=O)[nH]c(=S)[nH]c3c2c2c1CCCC2,i,i,i,19,i,-8,i,i,-0.7,5,3
COCCn1c(SC(C)C(=O)Nc2ccc(N3CCOCC3)cc2)nnc1-c1ccncc1 (stereo unspecified),i,i,i,-3,i,nt,i,i,0.2,0,nt
O=C(c1cccs1)N(CCO)Cc1cc2cc3c(cc2[nH]c1=O)OCCO3,i,i,nt,9,i,10,i,i,-0.3,-3,-10
CN1CCN(c2ccc(NC(=O)c3ccc(-c4cccc([N+](=O)[O-])c4)o3)cc2)CC1,i,i,i,-208,167*,-4,i,i,1.2,-16,-6
CNC(=S)N(Cc1cc2cc(C)ccc2n2nnnc12)CC(C)(C)CN(C)C,i,i,i,-3,i,-2,i,i,0.8,0,-20
Cc1cccc(NC(=O)CN2C(=O)c3ccccc3C2=O)c1C,i,i,i,10,i,-2,i,i,-0.7,-6,12
Cc1cc2c(=O)[nH]cnc2s1,i,i,i,-18,i,-4,i,i,-0.2,-2,-10
Cc1ccc(S(=O)(=O)N2CCCCC2)cc1NC(=O)CSc1nncn1-c1ccccc1,i,i,i,-2,i,-5,i,i,-0.4,-9,2
COc1ccc(S(=O)(=O)N2CCN(C(=O)COc3ccccc3)CC2)cc1,i,i,i,-30,i,-8,i,i,-0.3,10,-6
O=C1c2ccccc2S(=O)(=O)N1CC(O)Cn1c2ccccc2c2ccccc21 (stereo unspecified),i,i,i,-5,i,-5,i,i,-13,14,-5
CCCn1c(N)c(C(=O)CSc2nc(C)cs2)c(=O)[nH]c1=O,i,i,i,-16,i,3,i,i,0.0,-3,-31
CCN(CC)CCn1c2c(c(SCC(=O)Nc3ccc(C(C)C)cc3)nc1=O)CCCC2,i,i,i,-33,i,nt,i,i,0.3,-1,nt
CCOC(=O)N1CCN(C2CC(=O)N(c3ccc(C)cc3)C2=O)CC1 (stereo unspecified),i,i,i,4,i,-12,i,i,-0.2,1,-48
CCCNC(=O)c1onc(CSc2ccncc2)c1C(=O)NCCC,i,i,i,17,i,nt,i,i,-0.5,-1,nt
Cn1c(=O)[nH]c(=O)c2c1nc(NC1CCCC1)n2Cc1ccccc1,i,i,i,7,i,-2,i,i,-0.5,0,-8
O=C(NCCCN1CCCCC1)c1ccc2c(c1)NC(=O)C(N1CCCCC1)S2 (stereo unspecified),i,i,i,-11,i,-1,i,i,-0.8,-6,-11
O=C(O)Cn1cnc2ccccc2c1=O,i,i,i,28,i,-4,i,i,0.0,2,-43
CCN(CC)CCNC(=O)C(C)c1nn(C)c(=O)c2ccccc12 (stereo unspecified),i,i,i,nt,i,0,i,i,nt,nt,-21
COc1ccc(COc2cc(-c3cccc(OC)c3)nc3ccc(NC(=O)c4ccccc4)cc23)cc1,i,i,i,-1,i,5,i,i,0.0,22,-13
CC(=O)COc1ccc(-c2csnn2)cc1,i,i,i,11,i,-5,i,i,-0.3,-13,-89
O=C(NC1CCCCC1)C(c1ccc(O)cc1)N(CC1CCCO1)C(=O)C1COc2ccccc2O1 (stereo unspecified),i,i,i,9,i,4,i,i,-0.2,1,-22
CCn1cc(C(=O)NCCCN2CCCC(C)C2)c(=O)c2cc(S(=O)(=O)N3CCOCC3)ccc21 (stereo unspecified),i,i,i,-6,i,4,i,i,0.4,-2,-26
SMILES,TRPC6 inhibitor,TRPC6 act,MrgX1 antag,aSyn UTR inh,TRPC4 agonist,IEC-6 cytotox,TRPC4 PAM,TRPC4 inh,HIF act,SKKanGAS inh,KLF5 inhibitor
COc1ccc(NC(=S)Nc2ccc(N(C)C(C)=O)cc2)cc1,i,i,i,-43,i,5,i,i,1.4,4,-20
C=CCc1c(C)nc2c(C)cccc2c1SC(=N)N,i,i,i,-25,i,-9,i,i,0.5,-3,-13
O=C(CCN1C(=O)c2ccccc2C1=O)Nc1ccccc1C(=O)N1CCOCC1,i,i,i,-29,i,0,i,i,-0.1,6,-31
O=C(NCCc1c[nH]c2ccccc12)c1cccc(S(=O)(=O)Nc2ccccc2Cl)c1,i,i,i,22,i,-2,i,i,-0.4,-10,4
CC(C)(C)C(=O)CC(=O)Nc1ccc(Cl)c(N)c1,i,i,i,-8,i,4,i,i,nt,-10,-38
CCn1c(SCC(=O)Nc2ccccc2)nc2nc3c(cc2c1=O)COC(C)(C)C3,i,i,i,25,i,-3,i,i,0.0,3,4
COCCCn1c(SCC(=O)Nc2cccc(C)n2)nnc1-c1ccco1,i,i,i,-3,i,-1,i,i,0.1,3,-39
CC1CCN(C(=O)Cn2cnc3c2c(=O)n(C)c(=O)n3C)c2ccccc2S1 (stereo unspecified),i,i,i,-11,i,-6,i,i,-0.1,0,-16
COCCNC(=S)N1CCN(Cc2cccc(OC)c2)CC1,i,i,i,2,i,-1,i,i,0.3,-12,-27
COc1ccc(C(=O)C[n+]2ccc(C)cc2)cc1,i,i,i,-22,i,8,i,i,-43,-7,-6
Cc1noc(C)c1C(=O)N1CC(C)OC(C)C1 (stereo unspecified),i,i,i,2,i,-4,i,i,-0.2,10,-16
CCc1c(C#N)c(SCc2c(C)noc2C)nc2c1C(=O)CC(C)(C)C2,i,i,i,11,i,-2,i,i,-0.1,10,-12
O=C(Cc1cccs1)N1CCN=C1SCc1ccc(Br)cc1,i,i,i,-61,i,-5,i,i,-0.5,-4,-12
CC(C)NC(=S)N/N=C/c1cccs1,i,i,i,-7,i,-1,i,i,-1.7,-1,-12
O=C(CSc1ncccn1)NC(=O)NCc1ccccc1,i,i,-6.8*,3,i,2,i,i,-0.3,1,-27
CC(C)(C)OC(=O)NCCCC[C@H](NC(=O)c1nc[nH]c1C(=O)NC1CCN(C(=O)OC(C)(C)C)CC1)C(=O)OC(C)(C)C,i,i,i,31,i,nt,i,i,0.1,18,nt
CCN(CC)C1CCN(Cc2c(C(=O)N3CCCCCCC3)nc3ccc(Cl)cn23)C1 (stereo unspecified),i,i,i,-9,i,-2,i,i,-0.2,-1,-7
COC(=O)c1cc(C(=O)NCCC(C)C)cc([N+](=O)[O-])c1,i,i,i,13,i,2,i,i,0.1,-2,6
COc1cc(/C=C2\C(=N)N3N=CSC3=NC2=O)ccc1OS(=O)(=O)c1ccccc1,i,i,i,nt,i,1,i,i,nt,nt,-24
O=C(/C=C/c1cccc([N+](=O)[O-])c1)Nc1cccc(NC(=O)c2cccs2)c1,i,i,i,-11,i,-4,i,i,0.3,9,-56
O=S(=O)(c1ccccc1)N(CC(O)CN1CCOCC1)c1ccccc1 (stereo unspecified),i,i,i,11,i,0,i,i,0.0,-1,12
O=C(CSc1nc(=O)n2ccccc2n1)NCCc1ccccc1,i,i,i,-11,i,nt,i,i,-0.3,-3,nt
Nc1ccc2c(c1)C(=O)N(c1cccc3ccccc13)C2=O,i,i,i,-4,i,1,i,i,0.7,-4,-20
COC(=O)[C@]1(CC(C)C)N[C@H](c2ccc(-c3ccc4c(c3)OCO4)cc2)[C@@H]2C(=O)N(C)C(=O)[C@@H]21,i,i,i,-9,i,nt,i,i,0.6,0,nt
COc1ccc(CCNC(=O)c2c(-c3ccccc3Cl)noc2C)cc1,i,i,i,21,i,1,i,i,0.0,-14,-30
SMILES,TRPC6 inhibitor,TRPC6 act,MrgX1 antag,aSyn UTR inh,TRPC4 agonist,IEC-6 cytotox,TRPC4 PAM,TRPC4 inh,HIF act,SKKanGAS inh,KLF5 inhibitor
Cc1ccc(C(=O)COC(=O)CNC(=O)c2cccs2)cc1,i,i,i,-1,i,-3,i,i,0.0,0,-32
O=c1c2cccnc2[nH]c(=S)n1Cc1ccccc1,i,i,i,-7,i,-2,i,i,2.0,-22,5
CCN(CC)C(=O)c1cnn(-c2ccccc2)c1NC(=O)c1cccc(F)c1,i,i,i,17,i,5,i,i,-0.3,1,-11
Cn1cc(CN(CCCN2CCOCC2)C(=S)Nc2cccc(Cl)c2)c2ccccc21,-6.8*,i,i,-21,i,8,i,i,-0.5,0,8
CCCCCCC(C)n1[nH]c(=O)c2c(C)cc(C)nc21 (stereo unspecified),i,i,i,16,i,-5,i,i,-0.6,-4,-12
CC(=O)Nc1cccc(NC(=O)c2ccccc2OCc2c(C)noc2C)c1,i,i,i,-12,i,nt,i,i,-1.7,-7,nt
Cc1ccc(Cl)cc1NC(=S)N1CCCCCC1,i,i,i,nt,i,-1,i,i,nt,nt,-20
O=C(O)c1ccccc1C(=O)Nc1c(-c2ccccc2)nc2ccccn12,i,i,i,-39,i,7,i,i,1.3,-1,-7
CC(Sc1nnnn1C)C(=O)NC1CCCc2ccccc21 (stereo unspecified),i,i,i,1,i,-3,i,i,0.0,-8,-39
Cc1ccc(CNC(=O)CSc2nc3ccsc3c(=O)n2Cc2ccc(C(=O)O)cc2)cc1,i,i,i,5,i,0,i,i,-0.1,16,-15
Cc1cccc(-c2noc(CN(C(=O)c3ccc4c(c3)OCO4)C(C)C)n2)c1,i,i,i,-2,i,5,i,i,-0.1,-2,-41
COc1ccc(Cc2nnc(Nc3ccc4c(c3)OCCO4)[nH]c2=O)cc1,i,i,i,-16,i,2,i,i,-0.2,0,-22
COc1ccc(NC(=O)Nc2c[nH]c(=O)[nH]c2=O)cc1OC,i,i,i,-6,i,-11,i,i,0.0,4,-55
O=C(CSc1nnc(C2CCCCC2)n1-c1ccccc1)NCc1ccco1,i,i,i,-19,i,1,i,i,-0.7,-2,-16
O=C(COC(=O)C1COc2ccccc2O1)NC1CCS(=O)(=O)C1 (stereo unspecified),i,i,i,7,i,0,i,i,-0.7,-4,-25
COc1ccc(-c2noc(C3CCCN(C(=O)Nc4ccccc4)C3)n2)cc1 (stereo unspecified),i,i,i,-102,i,-1,i,i,1.5,-4,-28
